Screens from PubChem BioAssay.
Autophagy mod = autophagy modulators in MEF cells, primary screen, imaging, high-content, MEF GFP-LC3; actives 0.98% (n = 190,000); calls only at 10 µM (by protocol); MEF GFP-LC3 puncta imaging; test concentration mostly 10 µM; AID 463193, 2010;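 active = percentage of spot-positive cells more than 3 SD above its plate mean, without a fluorescence outlier flag or 80% toxicity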;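 note: spot-positive cell cutoff set from DMSO-treated cells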
human PMI inhibition = inhibitors of human PMI, primary screen, biochemical, fluorescence intensity, coupled assay (AID 1209) | purified PMI enzyme, coupled fluorescence intensity; higher % means a stronger effect | actives 0.42% (n = 190,000) | one-dose inhibition, % at 20 µM; IC50 in µM for titrated hits | Mannose-6-phosphate isomerase (Homo sapiens);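 note: plate controls were DMSO vehicle for no effect and wells lacking substrate for full effect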
bCat nuc transl = modulators of beta-catenin nuclear translocation, primary screen, imaging, HeLa cells, immunofluorescence, high-content; nuclear translocation activity, % at 5 µM; actives 0.3% (n = 190,000); AID 1665, 2009;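 active = nuclear translocation activity above 50% at 5 µM, with a well cell count of 50 or more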;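 note: per-cell ratio of nuclear to cytoplasmic median beta-catenin stain intensity; plate controls were DMSO negative control for no effect and GSK-3 inhibitor IX positive control for full effect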
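Read-out: Nuclear/cytoplasmic beta-catenin signal ratio, % activation | Assay system: Human HeLa cell line | Times: 24 h compound exposure at 37°C, 5% CO2 | Signal: Fluorescence imaging of beta-catenin antibody stain plus DAPI | Dosing: 5 µM primary, 0.02–20 µM confirmation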
Ins promoter up = insulin promoter activators in MIN6 cells, imaging, high-content screening, mouse beta cells; actives 0.3% (n = 190,000); AID 1625, 2009; z-score at 5 µM; MIN6 insulin promoter-GFP reporter; stronger effect = higher value;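 active = z-score above 3 at 5 µM with at least 500 cells counted in the well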
MT stabilizer = microtubule stabilizers in HeLa cells, primary screen, imaging, high-content imaging; HeLa tubulin immunostaining HCS, 24 h; share of cells brighter than vehicle mean+2SD; AID 2205, 2009; actives 0.83% (n = 200,000); % tubulin-high responders, % at 10 µM;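 active = plate Z-score above 3 for both tubulin-high and condensed-nucleus cell shares, with cell loss under 80%, at 10 µM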;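 note: anti alpha tubulin signal scored within the nucleus-defined area of each cell; some results filed as inactive read as strong as hits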
T cell modulator = modulators of CD8 T cell-vesicle binding, primary screen, mouse 2C CD8+ T cells, flow cytometry | actives 0.068% (n = 330,000) | calls only at 7 µM | 2C CD8+ T cell-vesicle binding; stronger effect = lower value | AID 2052, 2009;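 active = response, share of CD8 T cells binding vesicles, and their 90th percentile fluorescence all below set limits, cut at about 80% in these data, passing the limit was not always enough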
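Material: murine 2C transgenic CD8+ T lymphocytes / Also added: QL9-peptide-loaded Drosophila micro-vesicles bearing Ld, ICAM-1 and B7-1 / Schedule: binding step 1.5 h, 37 °C, antibody labelling 20 min, ice / Signal: flow cytometry, PE anti-B7-1 (FL2) versus Alexa647 anti-CD8 (FL8), PFA-fixed / Evaluation: percent CD8+ FL2 mean versus row control / Benchmarks: naked versus QL9-loaded vesicles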
TNAP activation fold = human TNAP enzyme activators, primary screen, biochemical, luminescent, no phosphate acceptor, uHTS (AID 1001) | Alkaline phosphatase, tissue-nonspecific isozyme (Homo sapiens) | purified TNAP, luminescent activation assay, no phosphate acceptor; higher activation fold means a stronger effect | one-dose activation fold at 20 µM; EC50 in µM for titrated hits | actives 0.03% (n = 200,000); in the data active = activation fold from about 3, or a potency from the dose series; inactive = the rest, 99 in 100 with activation fold below about 1.6; note: many of its hits are not listed in these tables
PMI inhibition = human PMI inhibitors, high substrate, primary screen, biochemical, fluorescence intensity, high mannose 6-phosphate (AID 1220) | recombinant PMI enzyme, coupled fluorescence intensity; higher % means a stronger effect | actives 0.66% (n = 190,000) | inhibition, % at 20 µM, or IC50 in µM where a hit was titrated | Mannose-6-phosphate isomerase (Homo sapiens)
Hep lipid drop = inhibitors of hepatocyte lipid droplet formation, primary screen, imaging, high-throughput imaging, BODIPY stain; AML12 mouse hepatocytes, oleate lipid droplets; inhibition, % at 6.5 µM; actives 0.4% (n = 240,000); AID 1656, 2009;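 active = lipid droplet intensity inhibited by at least 50%, with more than 500 cells counted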
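Test system: AML12 mouse liver cells; schedule: overnight exposure; technique: high-content imaging of BODIPY-stained droplets and DAPI nuclei; read-out: % inhibition of corrected integrated BODIPY droplet signal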
Ins promoter up cell count = further read-out of Ins promoter up, marked with its call; cell count; measured here: cytotoxicity, nuclei count;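 total cells summed across four imaged fields per well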
Hep lipid drop cells 6.5 µM = further read-out of Hep lipid drop, marked with its call; cell count; measured here: cell count, cytotoxicity flag;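 cells counted across two imaged fields per well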
bCat nuc transl cell count 5 µM = further read-out of bCat nuc transl, marked with its call; cell count; measured here: cell count, cytotoxicity flag
T cell modulator vesicle-bound % = further read-out of T cell modulator, marked with its call; double positive events, %; measured here: CD8+ vesicle-bound cell fraction;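 binding gate set so that unloaded-vesicle control wells show 10% double positive cells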
MT stabilizer Hoechst-high % = also measured in MT stabilizer; calls as there; % Hoechst-high responders; measured here: nuclear condensation Hoechst responders;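 share of cells brighter than vehicle mean plus two SD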
MT stabilizer cytotoxicity % = also measured in MT stabilizer; calls as there; toxicity, %; measured here: cytotoxicity by cell density;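 0% = mean cell density of plate MIN control wells and 100% = no cells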
Autophagy mod cell loss 18 h = also measured in Autophagy mod; calls as there; toxicity, %; measured here: cell loss, nuclei count;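 cell loss after 18 h compound exposure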
Numbers without * were called inactive; i = inactive; . = not tested or not shown. Cut-off read from the data, not from the text of the source, unless noted: active = inhibition above about 50%; inactive = the rest.

SMILES	Autophagy mod	Autophagy mod cell loss 18 h	human PMI inhibition	bCat nuc transl	bCat nuc transl cell count 5 µM	Ins promoter up	Ins promoter up cell count	MT stabilizer	MT stabilizer Hoechst-high %	MT stabilizer cytotoxicity %	T cell modulator	T cell modulator vesicle-bound %	TNAP activation fold	PMI inhibition	Hep lipid drop	Hep lipid drop cells 6.5 µM
CC(C)c1ccc(NC(=O)CSc2ncccc2C(=O)Oc2cccc([N+](=O)[O-])c2)cc1	i	11	16%	-1.2	1087	0.25	1388	4.1	2.7	9.3	i	44	1.1	17%	7	478
Cc1cccc(C)c1NC(=O)c1ccc(CN2CCc3ccccc3C2)cc1	i	-2	3%	-1.6	1384	1.3	1377	1.7	1.5	3.8	i	49	1.1	-2%	.	.
Fc1ccccc1Cn1cnc(NC(=S)NCCc2ccccc2)n1	i	5	4%	1.1	1338	0.51	1505	2.6	2.0	9.8	i	22	1	1%	-64	733
CC(Oc1ccc2c(=O)c(-c3ccc(Cl)cc3)c(C(F)(F)F)oc2c1)C(=O)O (stereo not given)	.	.	.	0.8	1286	2.7	973	.	.	.	i	42	.	.	-14	524
O=C1CC(c2ccc(S(=O)(=O)NC3CC3)cc2)CN1 (stereo not given)	i	5	-3%	0.7	1053	-0.69	1195	7.2	2.6	6.8	i	33	1.2	-4%	.	.
CC(C)(C)NS(=O)(=O)c1cc(C(=O)O)ccc1Cl	i	-14	-18%	-3.5	1108	1.9	1245	23	11	22	i	41	1.2	-8%	1	678
CC1CCN(c2ccc(C(=O)NCc3ccc4c(c3)OCO4)cc2[N+](=O)[O-])CC1	i	13	20%	2.0	1143	0	1456	5.3	1.7	7.0	i	49	1.1	6%	-2	622
O=C(O)C/C(=C\c1ccc(N2CCOCC2)c([N+](=O)[O-])c1)c1nc2ccccc2s1	.	.	.	-3.2	1271	-0.47	1393	.	.	.	i	46	.	.	-15	656
COc1ccc(NC(=O)c2ccccc2O)c(OC)c1	i	-11	3%	.	.	0.16	815	2.0	1.5	5.1	i	40	1.2	-9%	0	797
COc1ccc(-c2nnc(NC(=O)C(C)C)s2)c(OC)c1	i	3	9%	.	.	1.3	868	8.3	2.8	3.1	i	21	1.2	8%	.	.
Cc1ccc(C(OCC(C)(C)C[N+](C)(C)C)c2ccccc2)cc1 (stereo not given)	i	-11	-4%	-1.0	633	.	.	4.3	1.9	11	i	48	1.1	-17%	14	765
CC1=CCC2C(=O)N(Cc3ccccc3)C(=O)C2C1 (stereo not given)	i	4	-5%	-0.8	1086	1	873	1.0	1.3	7.3	i	50	1	-5%	1	780
COc1ccc(-c2nnc(SCC(=O)Nc3cc(C)on3)n2C)cc1OC	i	-3	9%	0.3	1015	.	.	3.0	1.7	5.1	i	15	1.1	11%	-6	692
Cc1nc(N=Nc2ccc(O)cc2)n[nH]1	.	.	.	0.1	1320	0.58	896	.	.	.	i	57	.	.	-16	640
CC1CCCCC1NC(=O)Cn1nc(-c2ccccc2)ccc1=O (stereo not given)	i	12	16%	-1.2	1093	0.02	1118	3.8	1.9	9.3	i	14	1	17%	4	701
Cc1ccc(C)c(S(=O)(=O)N2C(=S)NC(=O)C2C(C)C)c1 (stereo not given)	i	0	5%	1.9	1111	-0.01	759	2.7	1.7	7.8	i	38	1.1	-1%	9	825
CCn1cc(C(=O)O)c(=O)c2cc(F)c(N3CCN(S(=O)(=O)c4ccc(Br)cc4)CC3)cc21	i	6	16%	-0.1	1088	0.45	1476	2.8	3.2	7.6	i	48	1	14%	1	716
O=C(c1nc2ncccn2n1)N1CCN(c2ccccc2)CC1	i	-5	7%	-4.2	1227	-0.78	1217	1.5	0.2	38	i	4	1.1	-3%	2	788
CC(C)C(=O)Nc1ccc([N+](=O)[O-])cc1Br	i	8	-2%	-3.2	540	0.64	1329	3.2	2.2	3.3	i	53	1.1	-2%	-2	642
COCCNC(=O)CCSc1nc(-c2ccc(OC)cc2)cc(C(F)(F)F)n1	i	-3	1%	-4.3	580	0.06	1299	2.6	1.4	1.3	i	42	1.1	0%	29	701
Cn1c2ccc(CC(=O)O)cc2c2cc(CC(=O)O)ccc21	i	2	4%	-1.6	1211	0.71	995	3.8	1.2	0.6	i	19	1.1	13%	.	.
CCCCN(C(=O)c1cc2ccccc2o1)c1c(N)n(CCC)c(=O)[nH]c1=O	i	-1	1%	1.4	1089	-0.07	1554	2.6	2.4	11	i	60	1.1	-4%	2	586
Fc1ccc(-c2cc(C(F)(F)F)nc(NCC3CCCO3)n2)cc1 (stereo not given)	i	13	10%	.	.	-2.4	1475	2.8	0.7	12	i	34	1	6%	16	767
CCN1CCN(CC(O)COCC2COc3ccccc3O2)CC1 (stereo not given)	i	0	-16%	-1.6	1124	0.32	1140	4.6	3.1	5.1	i	57	1.1	-4%	8	675
CC(/C=N\NC(=O)c1cc(C)oc1C)=C\c1ccccc1	i	-6	5%	-0.9	1152	-0.67	1386	2.5	3.5	0.9	i	59	1.1	-2%	0	662
COc1ccccc1C(c1nnnn1CCc1ccccc1)N1CCN(c2ccccc2)CC1 (stereo not given)	i	-3	4%	-0.9	1085	-0.77	1076	1.9	1.6	15	i	47	1.1	11%	.	.
O=C(Nc1nnc(-c2cccnc2)s1)c1cccs1	.	.	.	-0.7	1257	1.4	843	.	.	.	i	18	.	.	-20	630
O=C(c1ccco1)N1CCN(C(=O)c2cnn3c2NC(c2cccs2)CC3C(F)(F)F)CC1 (stereo not given)	i	5	4%	.	.	.	.	2.6	1.9	4.3	i	38	1.2	2%	-6	699
CCOC(=O)N1CCC(NC(=O)CSc2cc(=O)n(CC)c3ccccc23)CC1	i	13	3%	-1.0	1166	0.26	1415	2.4	3.3	9.4	i	45	1.2	-1%	.	.
COc1cccc(C(=O)CSc2nnc(CNS(C)(=O)=O)n2-c2ccc(C)cc2)c1	i	14	-5%	-1.0	920	.	.	2.1	1.3	2.3	.	.	1.1	-7%	.	.
O=C(CSCc1ccc(Cl)cc1)N/N=C/c1ccccc1	i	-4	11%	-4.3	1126	-0.01	869	1.1	0.7	4.4	i	40	1.1	4%	1	738
CCOC(=O)c1c(C)nc2sc3c(=O)n(-c4ccc(OC)cc4)nnc3c2c1-c1ccc(OC)cc1	i	-17	9%	.	.	.	.	2.7	3.8	10	i	51	1	18%	.	.
CCOC(=O)CCNC(=O)Nc1ccc2nc(C)n(Cc3ccc(Cl)cc3)c(=O)c2c1	i	-3	-4%	-2.9	907	1.2	1287	3.7	2.0	8.6	i	45	1.2	7%	.	.
Cn1cccc1/C=C1\SC(=S)N(Nc2ccccc2)C1=O	.	.	.	0.7	1023	0.84	1442	.	.	.	i	28	.	.	1	705
Cc1ccc(CC(=O)Nc2ccc([N+](=O)[O-])cc2C)cc1	i	-37	0%	-0.6	1011	0.06	1422	1.6	1.1	6.5	i	34	1	1%	2	632
CN(C(=O)c1ccc2c(c1)OCO2)C1(C(=O)NC2CCCCC2)CCCCC1	i	20	14%	6.5	1374	-0.62	1065	2.5	2.6	7.5	i	12	1.1	14%	.	.
CC(C)N(CCc1ccncc1)C(=O)Nc1ccc(Cl)c(Cl)c1	i	5	2%	-0.8	1204	0.6	924	4.6	3.3	4.3	i	40	1.1	2%	.	.
Cc1ccc(C(C(=O)NC2CCCCC2)N(Cc2ccccc2)C(=O)Cc2c[nH]c3ccccc23)o1 (stereo not given)	i	1	21%	-0.4	959	0.46	1389	3.8	1.6	4.7	i	20	1.3	10%	38	579
Cc1ccccc1C(=O)Nc1ccc(Br)c(C)n1	i	2	14%	-0.2	1031	0.52	1264	2.7	1.6	6.4	i	41	1	18%	11	716
CCCCCOC(=O)C1C(c2ccccc2)C(C(=O)O)C1c1ccccc1 (stereo not given)	i	-7	4%	0.4	529	0.33	1276	3.4	1.7	9.5	i	35	1.1	2%	.	.
CCCc1nnc(SCC(=O)N2CCCC(C)C2)n1CCOC (stereo not given)	i	-1	-21%	-0.2	1153	0.04	1230	2.6	1.0	1.3	i	8	1	-10%	5	763
COCC(C)NC(=O)CCS(=O)(=O)c1nc(-c2ccc(OC)cc2)cc(C(F)(F)F)n1 (stereo not given)	i	8	7%	2.9	1002	0.11	1242	4.2	1.6	8.1	i	30	1.1	6%	0	645
NC(=O)c1cccc(S(=O)(=O)N2CCCCC2)c1	i	4	9%	0.2	1091	-0.47	1222	1.6	0.2	26	i	23	1.1	7%	-55	644
